Source: PubChem (National Center for Advancing Translational Sciences (NCATS))
Apoferritin bind = candidate novel general anesthetic via apoferritin binding. P02791. apoferritin/1-aminoanthracene competitive binding, fluorescence. Potency, µM (top dose mostly 77.5 µM), for inactives: at the top dose activity change, negative = displacement, most hits filed as inhibitors. 0.074% of 350,000 active; further: potency means the concentration at half of the fitted maximal effect; on the % scale 0 is the no-effect control and ±100 the full control effect; nearly all actives have a fitted effect of over 20% in size
Target sequence (P02791 2-175 limits assumed): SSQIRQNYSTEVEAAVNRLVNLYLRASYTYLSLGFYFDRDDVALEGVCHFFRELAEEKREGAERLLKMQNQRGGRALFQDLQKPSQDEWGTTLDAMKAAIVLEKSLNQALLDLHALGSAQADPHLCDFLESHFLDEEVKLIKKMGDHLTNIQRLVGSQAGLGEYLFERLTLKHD
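Probe: 1-aminoanthracene (50% saturated, PBS). Protein: horse-spleen apoferritin, 10 uM. Incubation: 10 min, room temperature. Detection: 380 nm excitation, 535 nm emission. Analysis: normalized response, four-parameter Hill.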
POLH inh = blocks human DNA polymerase eta activity. Potency, µM (series often up to 114 µM), inactives show top-dose activity change, negative = inhibition, usual class: inhibitors. Q9Y253. 1.2% of 390,000 active. recombinant Pol eta, fluorescent DNA replication assay; further: potency means the concentration at half of the fitted maximal effect; on the % scale 0 is the no-effect control and ±100 the full control effect
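Pol eta at 10 nM preincubated with compounds 15 min at room temperature; reaction started with fluorescent substrate (50 nM final) and read kinetically at 0 and 10 min.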
BLM helicase inh = inhibitors of human Bloom syndrome helicase BLM; Potency, µM (top dose mostly 56.1 µM), for the others: at the top dose activity change, negative = inhibition, most hits filed as inhibitors; P54132; 0.2% of 350,000 active; recombinant BLM DNA unwinding, fluorescence dequenching;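 further: potency means the concentration at half of the fitted maximal effect; plate controls were vehicle for no effect and no enzyme for full effect; nearly all actives have a fitted effect of over 35% in size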
POLI inh = DNA polymerase iota (human) inhibition | Pol iota fluorescent replication assay, 10 min | Potency, µM (top dose mostly 115 µM), inactives show at the highest dose activity, negative = inhibition, most hits filed as inhibitors | 1% of 390,000 active | AID 588590; further: potency means the concentration at half of the fitted maximal effect
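Fluorescent replication assay read twice, at 0 min and 10 min after adding 50 nM (final) substrate. Enzyme (10 nM) and compounds were first incubated 15 min at room temperature; enzyme-free buffer wells were negative controls.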
POLK inh = inhibitors of human DNA polymerase kappa | Q9UBT6 | purified Pol kappa, fluorescent DNA synthesis assay, 10 min | Potency, µM (top dose mostly 107 µM), for the others: top-dose activity, negative = inhibition, most hits filed as inhibitors | 0.53% of 400,000 active; further: potency means the concentration at half of the fitted maximal effect; on the % scale 0 is the no-effect control and ±100 the full control effect
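10 nM Pol kappa preincubated 15 min at room temperature with compounds, then reaction started with substrate at 50 nM final. Fluorescence read kinetically at 0 and 10 min; buffer-only wells served as negative control.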
APE1 inh = APE1 (human) endonuclease inhibition; 0.35% of 350,000 active; recombinant APE1, TAMRA/BHQ-2 abasic DNA cleavage fluorescence; Potency, µM (series often up to 65.8 µM), inactives show at the highest dose activity change, negative = inhibition, most hits filed as inhibitors; P27695;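 further: potency means the concentration at half of the fitted maximal effect; plate controls were vehicle for no effect and reference inhibitor for full effect; nearly all actives have a fitted effect of over 55% in size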
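Measures dequenching upon AP-site incision of a 5'-TAMRA/3'-BHQ-2 THF-containing duplex, 50 nM; human APE1 0.75 nM after 15 min room-temperature exposure to compound; kinetic three-point read at one-minute spacing.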
RXFP1 antagonist = antagonists of human relaxin receptor RXFP1 | Q9HBX9 | HEK293-RXFP1, relaxin-stimulated cAMP HTRF, 30 min; stronger effect = lower value | activity change, negative = inhibition, % at 57.5 µM | 0.59% of 350,000 active | AID 1259400;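 active means activity change of -60% or lower, but not beyond a set lower limit; inconclusive means change between -60% and -40%, or beyond the set limit; inactive means change above -40%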; further: on the % scale 0 is the no-effect control and ±100 the full control effect
Target sequence (Q9HBX9 whole entry, looked up): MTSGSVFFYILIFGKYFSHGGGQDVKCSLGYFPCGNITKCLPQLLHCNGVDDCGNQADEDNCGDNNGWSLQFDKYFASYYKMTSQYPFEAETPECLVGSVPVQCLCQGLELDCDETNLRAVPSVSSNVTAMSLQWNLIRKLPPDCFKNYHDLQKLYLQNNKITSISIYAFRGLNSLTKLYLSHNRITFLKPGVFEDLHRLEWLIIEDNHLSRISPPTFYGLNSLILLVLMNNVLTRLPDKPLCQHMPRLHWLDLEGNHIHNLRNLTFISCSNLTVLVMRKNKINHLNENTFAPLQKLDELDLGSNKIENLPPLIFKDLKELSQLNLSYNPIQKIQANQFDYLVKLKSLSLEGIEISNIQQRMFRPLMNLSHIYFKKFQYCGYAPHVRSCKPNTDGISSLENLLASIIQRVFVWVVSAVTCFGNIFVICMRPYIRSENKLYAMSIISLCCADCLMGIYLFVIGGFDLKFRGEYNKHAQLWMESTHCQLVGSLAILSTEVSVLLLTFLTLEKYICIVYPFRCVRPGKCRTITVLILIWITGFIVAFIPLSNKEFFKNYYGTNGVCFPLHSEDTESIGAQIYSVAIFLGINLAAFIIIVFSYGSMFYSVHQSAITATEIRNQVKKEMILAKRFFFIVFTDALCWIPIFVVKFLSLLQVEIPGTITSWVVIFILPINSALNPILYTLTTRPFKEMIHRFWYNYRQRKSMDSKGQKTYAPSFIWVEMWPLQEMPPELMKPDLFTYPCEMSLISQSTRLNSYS
PGK inhibitor = T. brucei PGK inhibition | PGK/GAPDH coupled, Kinase-Glo luminescence, 60 min | 0.043% of 380,000 active | AID 602233 | P07378 | Potency, µM (titrated, usually from 57.5 µM), for inactives: at the top dose activity change, negative = inhibition, usual class: inhibitors; further: potency means the concentration at half of the fitted maximal effect; on the % scale 0 is the no-effect control and ±100 the full control effect; nearly all actives have a fitted effect of over 60% in size
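Luminescent ATP detection (Kinase-Glo Plus) follows a 60-minute room-temperature incubation, with wells lacking PGK as controls. Buffer: 100 mM TEA (pH 7.6), 5 mM MgCl2, 0.01% Tween-20. Coupling enzyme GAPDH (100 nM final) supplies unstable 1,3-BPG in-well.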
POLB inh = inhibitors of human DNA polymerase beta. Pol beta primer extension/strand displacement, fluorescence kinetic. AID 485314. Potency, µM (series often up to 114 µM), inactives show at the highest dose activity change, negative = inhibition, actives largely listed as inhibitors. 1.3% of 340,000 active; further: potency means the concentration at half of the fitted maximal effect; on the % scale 0 is the no-effect control and ±100 the full control effect
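Pol beta (10 nM) was preincubated with compound for 15 min at room temperature. The reaction was then started with 50 nM substrate and read immediately and after a further 10 min at room temperature.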
* hit, by the source's call; i = inactive; ? = inconclusive; / = no result given; [ ] = another dose, or the depositor's remark. Unless noted, the call rests on the fitted dose curve; in most records, active means well fitted curve in the direction sought with a large enough effect; inconclusive means small, poorly fitted or top-dose-only effect, or another doubt; inactive means no such curve, though single readings can be large; an effect the other way counts as inactive or inconclusive. Not all compounds are listed; rates above refer to the full screens.

Molecule	Apoferritin bind	POLH inh	BLM helicase inh	POLI inh	POLK inh	APE1 inh	RXFP1 antagonist	PGK inhibitor	POLB inh
O=C(CN1CCN(Cc2ccccc2)CC1)Nc1nnc(C(F)(F)F)s1	-13.3%	-3.4%	-23.1%	10.1%	8.9%	11.7%	-6.9	-0.5%	3.2%
Cc1c(Cl)c(C(=O)NC2CCCC2)nn1C	3.5%	-12.8%	-1.5%	10.1%	-9.3%	0.6%	-10.8	i	2.2%
CCOC(=O)c1ccc(CN(Cc2ccc(F)cc2)S(=O)(=O)c2cc(C(=O)Nc3ccccc3CC)ccc2F)cc1	29.1%	-17.9%	-6.6%	-18.0%	0.3%[60.1 µM]	/	-11.4	-8.0%	-0.8%
O=C(NCc1ccccn1)c1ccc(NS(=O)(=O)c2ccccc2)cc1	-8.6%	-20.9%	-1.8%	20.2%	2.2%	27.0%	8.0	-0.6%	-4.1%
O=c1cn[nH]c2ccccc12	5.7%	-3.4%	1.2%	27.3%	-11.8%	1.8%	-2.5	0.2%	-1.2%
Cc1cc(C)n2nc(SCC(=O)N3CCCCC3C)nc2n1 (stereo not given)	/	-19.4%	/	6.1%	-2.6%	-3.1%	-5.5	-4.2%	/
O=C(O)CCc1ccc(S(=O)(=O)Nc2ccccc2N2CCCCC2)cc1	/	-21.3%	/	30.3%	-3.8%	0.8%	-4.7	i	/
O=C(NC1CCCC1)c1ccc(S(=O)(=O)N2CCCC2)cc1	-8.9%	-16.2%	-0.8%	45.8%[activator]	3.5%	3.6%	-4.6	/	23.2%
COc1cccc(/C=C2\CCc3ccccc3C2=O)c1	-3.4%	-16.5%	-6.5%	7.8%	1.5%	-2.8%	6.1	?	-0.8%
O=C(CSC1CCCCC1)N1CCN(c2ccccc2)CC1	3.9%	-1.1%	-0.9%	3.5%	0.7%	-4.3%	-14.3	9.4%	-1.1%
CCOc1ccc(N(CC(=O)NCCSCc2ccco2)S(=O)(=O)c2ccc(C)cc2)cc1	-8.0%	-17.6%	-0.7%	23.1%	-2.2%	-3.3%	-3.7	-5.1%	-0.3%
CCn1c(SCc2ccc(C(=O)O)cc2)nnc1-c1ccc(Cl)cc1	4.2%	-14.0%	1.1%	-7.8%	-4.2%	1.0%	-2.4	i	51.3%
O=C(c1nc2ccc(Cl)cn2c1CN1CCCC(CO)C1)N1CCc2ccccc2C1 (stereo not given)	-8.2%	-9.8%	-2.3%	16.9%	-10.5%	9.4%	-5.0	3.4%	8.2%
CC(C)(C)c1ccc(C(=O)Nc2cccc([N+](=O)[O-])c2)cc1	-9.8%	-27.4%	-9.2%	19.9%	-22.3%	-0.4%	-5.8	2.8%	8.0%
CC(C)C(=O)N1CCN(c2ccc(NC(=O)c3cccs3)cc2)CC1	-11.3%	-14.3%	1.0%	-4.7%	-5.5%	3.6%	-0.5	-7.8%	6.6%
Cc1cccc(-n2ncc3c(N4CCCC4)ncnc32)c1	2.5%	4.8%	1.8%	104.2%[activator]	-0.5%	6.1%	1.5	-4.0%[11.5 µM]	-3.5%
COc1cc(C2C(C#N)=C(N)OC3=C2C(=O)CC(C)(C)C3)cc2c1OCO2 (stereo not given)	/	?	/	25.1µM*	?	/	-3.2	0.9%	/
CCCN(CCC)S(=O)(=O)c1ccc(C(=O)Nc2cccnc2)cc1	-2.2%	-4.6%	-2.0%	-13.8%	-3.3%	-12.4%	9.5	-3.2%	1.6%
C=CCn1c(SCC(N)=O)nc2sc3c(c2c1=O)CCC3	-3.3%	0.1%	-1.8%	121.3%[activator]	-16.7%	5.0%	-6.8	-1.8%	10.7%
CC(C)OC(=O)CSc1nnc(-c2ccccn2)n1N	-1.3%	-10.9%	-0.8%	-6.2%[58.9 µM]	-2.0%	15.3%	-3.5	8.2%	1.4%
C=CCn1c(O)c(N=NC(=O)CNC(=O)c2cccs2)c2ccccc21	-10.0%	1.0%	4.0%	9.9%	-9.8%	-1.0%	-3.0	-5.6%	7.4%
C/C=C\C(=O)Nc1cccc(C2=NOC3(C2)C[C@H](C(N)=O)N(C(=O)[C@H]2CCC(=O)N2)C3)c1 (stereo not given in full)	-8.0%	-19.4%	-0.8%	39.0%[activator]	11.1%	1.6%	/	-4.9%	1.4%
CCN(c1ccc(OC)cc1)S(=O)(=O)c1csc(C(N)=O)c1	-7.9%	-15.5%	-3.5%	-10.6%	-12.3%	-16.7%	-4.2	-6.0%	3.1%
Cc1sc2nc(SCC(=O)N3CCCCC3)[nH]c(=O)c2c1C	-2.6%	2.1%	1.0%	?	-7.5%	-0.9%	-9.4	-6.5%	2.3%

Full records from above:
CCN(c1ccc(OC)cc1)S(=O)(=O)c1csc(C(N)=O)c1 across the screens: Apoferritin bind: -7.9%; POLH inh: -15.5%; BLM helicase inh: -3.5%; POLI inh: -10.6%; POLK inh: -12.3%; APE1 inh: -16.7%; RXFP1 antagonist: -4.2; PGK inhibitor: -6.0%; POLB inh: 3.1%
COc1cc(C2C(C#N)=C(N)OC3=C2C(=O)CC(C)(C)C3)cc2c1OCO2 (stereo not given) across the screens: Apoferritin bind: /; POLH inh: ?; BLM helicase inh: /; POLI inh: 25.1µM*; POLK inh: ?; APE1 inh: /; RXFP1 antagonist: -3.2; PGK inhibitor: 0.9%; POLB inh: /

(list continues)
Molecule	Apoferritin bind	POLH inh	BLM helicase inh	POLI inh	POLK inh	APE1 inh	RXFP1 antagonist	PGK inhibitor	POLB inh
O=C(O)C1(c2ccccc2)CCN(S(=O)(=O)c2ccc(Br)cc2)CC1	-0.4%	-15.4%	2.8%	40.6%[activator]	-10.8%	10.9%	4.8	-3.9%	10.7%
NS(=O)(=O)c1cccc(NC(=O)c2cccc(-c3ccc(O)cc3)c2)c1	-7.3%	-0.5%	-9.2%	23.2%	-19.3%	11.0%	0.0	-12.3%	-18.9%
O=C(CN1C(=O)NC(c2ccc(F)cc2)C1=O)Nc1ccc2c(c1)OCCO2 (stereo not given)	/	-0.1%	/	-9.6%	-8.6%	10.0%	6.2	4.3%	/
O=C(Nc1cc(Cl)ccc1C(=O)O)c1ccc(CN2C(=O)c3ccccc3C2=O)cc1	/	1.5%	/	?	-19.2%	/	-0.1	6.7%	/
COc1cc(C(=O)OC(C)C(=O)NC(=O)NC2CCCCC2)ccc1OC(F)F (stereo not given)	/	-12.4%	/	1.7%	-11.0%	18.2%	-2.7	-1.1%	/
COc1cc(/C=C(\C#N)c2ccccn2)ccc1OCC(=O)Nc1cccc(C(F)(F)F)c1	6.0%	-7.5%	-9.4%	8.3%	-8.1%	7.9%	3.0	-7.6%	32.8%
CCc1cccc(C)c1NC(=O)CN(C)Cc1ccc(Br)cc1	-9.7%	-4.9%	-3.8%	-9.6%	-6.8%	6.4%	18.4	-7.1%	-23.1%
Cc1cc(=O)oc2cc(N3C(=O)CC(Cc4ccccc4)C3=O)ccc12 (stereo not given)	-17.2%	-12.3%	-1.5%	-24.3%	-1.0%	-7.6%	13.0	-4.6%	-5.4%
Cc1ccc(-c2nnc(SCC(=O)Nc3cccnc3Cl)n2N)cc1	/	-18.0%	/	18.9%	2.3%	-0.5%	-4.7	-8.4%	/
O=C(O)COc1ccc(Oc2ccccc2)cc1	-5.0%	?	-1.0%	1.8%	-3.8%	-0.9%	8.5	1.4%	-13.7%
Cc1c(CCOC(=O)c2cc([N+](=O)[O-])cc([N+](=O)[O-])c2)sc[n+]1CCCCS(=O)(=O)[O-]	0.3%	-14.6%	-2.0%	12.0%	2.8%	-5.8%	-2.0	-7.0%	21.9%
O=C(NC1CCCC1)C(c1ccc(Cl)cc1)N1CCOCC1 (stereo not given)	-3.8%	-20.0%	0.3%	21.7%	-6.7%	1.6%	/	-6.2%	25.0%
Cc1nn(CCC(N)=S)c2nc(-c3cccs3)cc(C(F)(F)F)c12	?	-6.1%	-7.0%	1.5%	4.1%[60.1 µM]	1.0%	-6.6	i	-9.1%
O=C(CCN1CCN(CCO)CC1)Nc1ccc(F)c(F)c1	-13.3%	3.5%	3.2%	11.1%	-1.0%	-3.2%	-9.8	7.1%	3.6%
COc1ccccc1-c1nc2n(n1)C(c1ccccc1Cl)C(C(=O)Nc1cccnc1)=C(C)N2 (stereo not given)	1.9%	-11.7%	-1.9%	19.5%	13.5%	/	-4.6	i	10.3%
O=C(O)C(=O)/C(=C\c1ccc(Cl)cc1)c1ccc2ccccc2n1	-4.1%	-3.7%	4.4%	-13.8%	-15.3%	2.8%	-5.4	3.4%	-1.8%
C/C(N)=C(/C#N)C(=O)COC(=O)CC1CCCC1	?	-4.0%	1.3%	10.4%	-0.8%	-5.7%	-0.4	-9.7%	9.1%
O=C(COC(=O)c1ccco1)Nc1nnc(-c2ccccc2)o1	/	-2.3%	/	?	-9.5%	2.5%	17.9	2.8%	/
CCOc1cc(NC(=S)NCc2ccccc2)c(OCC)cc1NC(=O)C(C)C	-7.7%	-13.4%	-2.2%	-14.0%	-0.8%	7.9%	-2.0	-2.6%	19.8%
Cc1ccccc1/C=C1\CCCc2ccccc2C1=O	?	-1.7%	-6.0%	14.8%	-5.4%	12.0%	16.0	-19.9%	23.6%
O=C1CCCCN1CCCC(=O)N1CCCC(Nc2ccc(F)cc2)C1 (stereo not given)	-2.5%	-1.2%	1.0%	9.8%	-6.2%	43.8%	10.8	4.3%	22.7%
Cc1ccc(/C=C/C(=O)Nc2sc3c(c2C#N)CCCC3)o1	3.9%	11.0%	-12.1%	?	-10.2%[60.1 µM]	22.0%	-5.2	-1.5%	?
